Bioassay records: PubChem, several laboratories
UTI89 phage lysis = inhibition of K1F phage lysis, E. coli UTI89, bacterial capsule biogenesis inhibitors, alamar blue (AID 488966); E. coli UTI89 K1F phage lysis, alamar blue, 2 h; higher % means a stronger effect; inhibition, % at 100 µM; hits with a dose series show IC50 in µM; 0.02% of 340,000 active;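 active means phage lysis inhibition, versus mean bacterial control, above a set limit; inconclusive means no clear call, values can overlap the other calls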;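 further: capsule biogenesis inhibitors block K1F phage lysis so surviving cells raise fluorescence; higher fluorescence means more inhibition of phage lysis; actives were called in the ten point dose series up to 300 µM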
Myeloid diff MLP = promotes myeloid progenitor differentiation. 1% of 360,000 active. calls only at 10 µM. ER-HoxA9 myeloid progenitors, lysozyme-GFP differentiation, flow cytometry. AID 624256;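 active means normalized GFP-positive differentiation at or above the plate's own cutoff, the solvent-only control mean plus 3 SD; inconclusive means no clear call, values can overlap the other calls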;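 further: cells exposed to compound for four days before flow analysis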
Myeloid diff MLP GFP+ MAC1+ % = further read-out of Myeloid diff MLP, marked with its call; GFP+ MAC1+ double positive, %; measured here: differentiation confirmed by MAC1 staining
Numbers without * were called inactive; i = inactive; u = inconclusive; x = no result given; + = active, no number; [ ] = dose if it differs, or a comment. These rows are one share of the data; count on the stated rates, not on these rows.

SMILES	UTI89 phage lysis	Myeloid diff MLP	Myeloid diff MLP GFP+ MAC1+ %
CC(=O)c1c(C)[nH]c(C(=O)OCC(=O)NCCC2=CCCCC2)c1C	3.8%[50 µM]	i	0.7
Nc1cccc2[nH]c(=O)c3ccccc3c12	-1.6%	i	1.5
CCCCN1C(=O)c2ccc(C(=O)N(C)CC(=O)Nc3ccc(OCC)c(OCC)c3)cc2C1=O	-0.8%	i	0.7
CC(=O)C(CC(=O)N1CCCC1)C(=O)Nc1ccc(Cl)cc1 (stereo unspecified)	-0.1%[50 µM]	i	0.4
COc1ccc(NC(=O)CN(C)C(=O)Cn2cnc3c2c(=O)n(C)c(=O)n3C)cc1	1.5%[50 µM]	i	0.3
CCCN(CCC)S(=O)(=O)c1cc2c(cc1Br)CCN2C(=O)CC	0.5%	i	1.2
Cc1ccc(NC(=O)CNC(=O)c2sc3ccccc3c2Cl)nc1	1.0%[50 µM]	i	0.7
Cc1cccc(N(Cc2ccccc2)C(=O)c2ccc(F)c(S(=O)(=O)N3CCOCC3)c2)c1	0.4%[50 µM]	i	0.5
CCN(c1ccccc1)S(=O)(=O)c1ccc(OC)c(NC(=O)c2ccc(=O)[nH]c2)c1	0.5%	i	0.8
CC1CCCC(C)N1C(=O)COC(=O)CN1C(=O)c2ccccc2C1=O (stereo unspecified)	1.3%[50 µM]	i	1.0
CCCN(CC(=O)Nc1ccccc1C)C(=O)c1ccc(N2CCCC2=O)cc1	0.5%[50 µM]	i	0.7
CSc1ccccc1NC(=O)COC(=O)CSc1ccc(C)cc1	0.5%	i	0.2
CNC(=O)c1ccsc1NC(=O)CCS(=O)(=O)c1ccc(C)cc1	0.7%[50 µM]	i	0.7
Cc1cc(C)c(S(=O)(=O)c2ccccc2Cl)c(=O)[nH]1	0.2%	i	0.5
O=C(c1ccc(F)cc1)N1CCC(C(=O)N2CCN(S(=O)(=O)c3cccc([N+](=O)[O-])c3)CC2)CC1	1.4%[50 µM]	i	0.6

Compounds listed so far with a Cl atom, in the order listed:
SMILES	UTI89 phage lysis	Myeloid diff MLP	Myeloid diff MLP GFP+ MAC1+ %
CC(=O)C(CC(=O)N1CCCC1)C(=O)Nc1ccc(Cl)cc1 (stereo unspecified)	-0.1%[50 µM]	i	0.4
Cc1ccc(NC(=O)CNC(=O)c2sc3ccccc3c2Cl)nc1	1.0%[50 µM]	i	0.7
Cc1cc(C)c(S(=O)(=O)c2ccccc2Cl)c(=O)[nH]1	0.2%	i	0.5

(continued)
SMILES	UTI89 phage lysis	Myeloid diff MLP	Myeloid diff MLP GFP+ MAC1+ %
CCN1C(=O)[C@H]2[C@@H](c3ccc(-c4ccc5c(c4)OCO5)c(OC)c3)N[C@@](CC(C)C)(C(=O)OC)[C@H]2C1=O	-0.8%	i	2.8
Cc1noc(C)c1NC(=O)Nc1cccc2c1O[C@H](CN(C)C(=O)NC(C)C)[C@@H](C)CN([C@H](C)CO)C2=O	-0.3%	i	1.0
Cc1cccc(OCCC(=O)OC(C)C(=O)Nc2ccc(Cl)cn2)c1 (stereo unspecified)	0.4%[50 µM]	i	0.6
Cc1cccc(NC(=O)CCNC(=O)c2ccc(Br)cc2)c1C	-0.2%[50 µM]	i	1.0
O=C(Cc1ccccc1F)Nc1ccc(S(=O)(=O)N2CCCC2)cc1	0.5%[50 µM]	i	1.2
CCCCCCCCCC(=O)N[C@H](CN1CCOCC1)[C@H](O)c1ccccc1	1.5%	u	x
O=c1c2c(O)cc(O)cc2oc2c(O)ccc(O[C@H]3O[C@@H](CO)[C@H](O)[C@@H](O)[C@@H]3O)c12	0.8%	i	1.5
CCCCn1c(N)c(N(CCC(C)C)C(=O)c2cc(S(=O)(=O)N3CCOCC3)ccc2F)c(=O)[nH]c1=O	0.4%[50 µM]	i	0.4
Cc1ccc(C)c(S(=O)(=O)Nc2ccc(C(=O)N3CCC3)cc2)c1	0.4%[50 µM]	i	0.5
CN(CC(=O)Nc1cccc(F)c1)C(=O)c1cc(=O)[nH]c2ccccc12	0.6%[50 µM]	i	0.8
O=C(Nc1cccc2cccnc12)c1ccc(Cl)cc1	0.6%	i	0.4
O=C(c1ccc(N2CCCC2)c([N+](=O)[O-])c1)N1CCc2ccccc2C1	0.1%[50 µM]	i	0.5
COc1cc(C(=O)Nc2cc(S(=O)(=O)N3CCOCC3)ccc2N2CCOCC2)cc(OC)c1C	-0.3%[50 µM]	i	0.1
CCc1nnc(NS(=O)(=O)c2ccc(NC(=O)c3cc(Cl)ccc3[N+](=O)[O-])cc2)s1	0.8%	i	0.9
CCSC(=N)N	6.1%	i	3.8
Cc1cccc(Oc2ccc(S(=O)(=O)N3CCCCC3)cc2NC(=O)C2=COCCO2)c1	0.1%[50 µM]	i	1.2
COc1cccc(Oc2c(C)oc3c(CN4CCOCC4)c(O)ccc3c2=O)c1	0.1%	i	0.1
NCCCn1c(C(=O)c2cc(Cl)c(N)c(Cl)c2)c2ccc(C(F)(F)F)cc2[n+]1[O-]	1.8%	i	1.6
Cc1cc(O)c(C(C)C)cc1NC(=S)Nc1cc(C(C)C)c(O)cc1C	-4.2%	i	1.2
CCOc1ccccc1C=NNC(=O)CCCCC(=O)NN=Cc1ccccc1OCC	0.0%	i	0.4
O/N=C/c1cc(Br)ccc1OCc1ccccc1F	-5.6%	i	0.2
CC(=O)c1cccc(S(=O)(=O)N2CCC(C(=O)OC3CCOC3=O)CC2)c1 (stereo unspecified)	0.7%[50 µM]	i	0.7
CCOc1ccc(OCCCC(=O)ON=C(N)c2ccccc2C)cc1	0.4%[50 µM]	i	0.2
CC(OC(=O)c1cc(S(=O)(=O)N2CCOCC2)ccc1Br)C(=O)N1CCOCC1 (stereo unspecified)	0.9%[50 µM]	i	1.8
Cc1nnc(SCC(=O)NCC2COc3ccccc3O2)s1 (stereo unspecified)	0.3%[50 µM]	i	0.5
Cc1cc2c(SCc3ccccc3Cl)nc(N)nc2nc1C	-1.2%	+	21.8*
Cc1ccc(S(=O)(=O)N2CCN(C(=O)CCC(=O)Nc3ccc(Br)c(C)c3)CC2)cc1	0.1%[50 µM]	i	2.3
COC(=O)CNC(=O)C1Nc2ccc(OC(F)(F)F)cc2C2C=CCC12 (stereo unspecified)	-1.3%	i	0.4
COc1ccc(Cl)cc1NC(=O)CN(C)C(=O)c1ccc(N2CCCCC2)c([N+](=O)[O-])c1	0.1%[50 µM]	i	1.5
CC(=O)c1ccc(OCCCOc2cccc3cccnc23)cc1	0.1%	i	0.2
CSCCC(NC(=O)COc1ccccc1)C(=O)OCc1ccc([N+](=O)[O-])cc1 (stereo unspecified)	0.6%[50 µM]	i	1.2
CC(NC(=O)Oc1cccc2ccccc12)c1ccccc1 (stereo unspecified)	-1.9%	i	1.3
NC(=O)C1(Nc2ccc([N+](=O)[O-])cc2)CCCC1	1.1%	i	0.7
C=CCn1c(SCC(=O)N(CC)c2c(N)n(Cc3ccccc3)c(=O)[nH]c2=O)nnc1-c1ccccc1OC	0.4%[50 µM]	i	1.7
CN(C(=O)c1ccc(F)cc1)c1ccc(OCC(=O)Nc2ccccc2C(=O)O)cc1	-2.0%	i	0.5
COc1ccc(NC(=O)c2cc3cc(OC)ccc3oc2=O)cc1	-0.1%	i	0.7
COc1cc(C)ccc1OCC(=O)OCC(=O)NCC1CCCCC1	0.6%[50 µM]	i	0.7
COc1ccc(N2CCN(C(=O)c3ccc(Cl)c(S(=O)(=O)N4CCOCC4)c3)CC2)cc1	0.3%[50 µM]	i	1.3
C[C@H]1CCC[C@]2(O[C@H](CCO)C[C@@H](O)[C@@H]2O)O1	0.7%	i	1.9
O=C1c2ccccc2NC(c2ccc(-c3ccc(F)cc3)o2)N1O (stereo unspecified)	-0.6%	i	1.8
O=C1[C@H](Cc2ccccc2)NCC=CC[C@H](c2ccco2)N1Cc1ccccc1	-0.2%	i	0.0
COc1ccc(C2=CCN3CCCCC3C2)c(-c2ccc(OC)c(OC)c2)c1 (stereo unspecified)	2.3%	i	2.4
Clc1ccc(N2CCN(c3ccnc(Cl)n3)CC2)cc1	0.6%	i	0.4
COCc1nc2oc3ccc(C)cc3c(=O)c2cc1C(=O)OC	0.2%	i	0.9
Cc1ccccc1C(C)NS(=O)(=O)c1ccc2c(c1)OCCO2 (stereo unspecified)	0.4%[50 µM]	i	1.1
O=C(Nc1cc(Cl)ccc1N1CCOCC1)c1ccc(N2CCCC2=O)cc1	0.5%[50 µM]	i	0.3
O=C(/C=C/c1cccc(F)c1)NCCCn1ccnc1	0.2%	i	0.2
O=C1CC2(CCOCC2)Oc2ccc3ccccc3c21	0.7%	i	0.3
Cc1nc(SCC(=O)NC2CCCCC2C)nc(C)c1C (stereo unspecified)	0.3%	i	0.6
CN(Cc1ccccc1)S(=O)(=O)c1ccc(Cl)c(C(=O)N2CCC(C(N)=O)CC2)c1	-0.8%	i	1.2
CSc1ccccc1NC(=O)CN(C)C(=O)CNc1ccc(C(F)(F)F)cc1[N+](=O)[O-]	0.8%[50 µM]	i	0.6
CCN(C[C@H]1N[C@@](C)(C(=O)OC)[C@H]2C(=O)N(C)C(=O)[C@@H]12)C(=O)Nc1ccccc1	0.0%	i	4.0
CC1CCCCC1NC(=O)CN1C(=O)NC(C)(c2cccc(Br)c2)C1=O (stereo unspecified)	0.6%[50 µM]	i	0.1
CC[C@@H]1C=C(C(=O)O)[C@H](c2ccc3c(c2)OCO3)N1S(=O)(=O)c1ccc(C)cc1	0.2%	i	0.5
O=C(NCC1CCCN1S(=O)(=O)c1cccs1)c1ccccc1F (stereo unspecified)	1.2%[50 µM]	i	0.8
FC(F)Oc1ccccc1NC(=S)NCCc1ccccc1	-2.6%	i	0.4
CCOc1ccc(N(CC(=O)NC2CCCCC2)C(=O)CNC(=O)c2ccco2)cc1	1.6%	i	0.9
COc1cccc(C2c3c(oc4ccccc4c3=O)C(=O)N2CCCN2CCOCC2)c1OC (stereo unspecified)	0.2%	i	0.2
O=C(CSc1nnc(C2CC2)n1C1CC1)Nc1cccc(Br)c1	0.7%[50 µM]	i	0.9
COc1ccc2c(C)c(CCC(=O)NC3CC3)c(=O)oc2c1C	4.4%	i	2.6

Next part; the last 3 above are carried over.
SMILES	UTI89 phage lysis	Myeloid diff MLP	Myeloid diff MLP GFP+ MAC1+ %
COc1cccc(C2c3c(oc4ccccc4c3=O)C(=O)N2CCCN2CCOCC2)c1OC (stereo unspecified)	0.2%	i	0.2
O=C(CSc1nnc(C2CC2)n1C1CC1)Nc1cccc(Br)c1	0.7%[50 µM]	i	0.9
COc1ccc2c(C)c(CCC(=O)NC3CC3)c(=O)oc2c1C	4.4%	i	2.6
Cc1cccc2sc(N3CCN(C(=O)C4COc5ccccc5O4)CC3)nc12 (stereo unspecified)	1.0%[50 µM]	i	0.7
CC1(c2ccc3c(c2)OCCO3)NC(=O)N(CC(=O)Nc2ccccc2F)C1=O (stereo unspecified)	0.0%[50 µM]	i	1.0
Cc1ccnc(NC(=O)c2ccc(S(=O)(=O)NCc3ccco3)cc2)c1	1.0%[50 µM]	i	0.2
O=C(Cc1ccc(Cl)cc1)NCCc1c[nH]c2ccccc12	1.2%	i	0.7
COCc1nc2c([nH]1)c(=O)n(C)c(=O)n2CC(C)C	0.2%	i	2.9
COc1ccc(-n2nnnc2CNC(=O)c2ccc3c(c2)OCO3)cc1	1.8%[50 µM]	i	1.0
COc1ccc(NS(=O)(=O)c2cccc(C(=O)N3CCN(S(=O)(=O)c4ccccc4)CC3)c2)cc1	0.3%[50 µM]	i	0.9
CCOC(=O)c1c(C)[nH]c(C(=O)OCC(=O)Nc2ccc(Cl)cn2)c1C	0.8%[50 µM]	i	1.5
CCOc1ccc(COC(=O)C2CC(=O)N(CCc3ccccc3)C2)cc1OC (stereo unspecified)	0.3%[50 µM]	i	0.4
O=C(CN1C(=O)NC2(CCCC2)C1=O)N1CCN(c2ccccc2Cl)CC1	1.0%[50 µM]	i	0.6
O=C(CN1C(=O)NC(c2ccccc2)(c2ccccc2)C1=O)NC1CCS(=O)(=O)C1 (stereo unspecified)	1.1%[50 µM]	i	0.9
O=C(N[C@@H](Cc1c[nH]c2ccccc12)C(=O)O)OCC1c2ccccc2-c2ccccc21	-1.4%[50 µM]	i	1.0
Nc1nccnc1C(=O)OCC(=O)Nc1ccc2[nH]c(=O)[nH]c2c1	1.6%[50 µM]	i	0.1
O=P1(NC2CCCCC2)OCC2(CO1)COP(=O)(NC1CCCCC1)OC2 (stereo unspecified)	1.6%	i	0.1
Cc1occc1-c1nnc(SCC(=O)N(C)c2ccccc2)n1C	0.6%[50 µM]	i	0.9

Whole records, quoted from the list. Order of values: UTI89 phage lysis | Myeloid diff MLP | Myeloid diff MLP GFP+ MAC1+ %
`COc1ccc(Cl)cc1NC(=O)CN(C)C(=O)c1ccc(N2CCCCC2)c([N+](=O)[O-])c1` in the list: 0.1%[50 µM] | i | 1.5
`CCN(c1ccccc1)S(=O)(=O)c1ccc(OC)c(NC(=O)c2ccc(=O)[nH]c2)c1` in the list: 0.5% | i | 0.8
`Cc1cccc(OCCC(=O)OC(C)C(=O)Nc2ccc(Cl)cn2)c1` (stereo unspecified) in the list: 0.4%[50 µM] | i | 0.6

More entries.
SMILES	UTI89 phage lysis	Myeloid diff MLP	Myeloid diff MLP GFP+ MAC1+ %
COc1ccc(/C=C2\SC(=O)N(CCNC(=O)C3CSC4(C)CCC(=O)N34)C2=O)cc1 (stereo unspecified)	0.9%[50 µM]	i	0.8
COc1ccc(-c2sc3ccc(OC)cc3c2-c2ccc(O)cc2)cc1	-0.2%	i	1.5
COc1ccccc1CCC(=O)OCC(=O)NC1CC1	0.7%[50 µM]	i	0.5
CCC(C)Sc1ccc([C@@H]2[C@H]3C(=O)N(C)C(=O)[C@H]3[C@]3(C(=O)OC)CCCN23)cc1 (stereo partly specified)	1.4%	i	2.3
O=C(Cc1c(F)cccc1Cl)NNC(=O)c1cccs1	0.6%[50 µM]	i	0.9
